PI4K2A inh = blocks human PI4K2A kinase activity | Q9BTU6 | purified PI4K2A, ADP-Glo luminescence, 1 h; hits give low values | activity change, negative = inhibition, % at 76.9 µM | 0.13% of 420,000 active; in the data active = activity change below about -50%; inconclusive = mostly about -30% to -49%;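 note: -100% = wells without enzyme as full effect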
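In this quantitative HTS, ADP production by PI4K2A was quantified luminescently after 1 h at ambient temperature; 100 microM adenosine served as plate-quality control.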
TrxR1 inh = inhibitors of rat thioredoxin reductase 1. O89049. recombinant rTrxR1, NADPH fluorescence consumption, selenite substrate. Potency, µM (titrated, usually from 114 µM), inactives show at the highest dose activity change, negative = inhibition, most hits filed as inhibitors. 1% of 390,000 active. AID 588453; note: potency is the fitted concentration of half-maximal effect; % is set by controls: 0 for no effect and ±100 for the full control effect; nearly all actives have a fitted effect of over 65% in size
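Rat TrxR1 (90 nM in the dispensed reagent) was pre-reduced with 400 uM NADPH for 5 min at room temperature, then incubated with compound for 15 min. After 400 uM selenite was added, NADPH fluorescence (Ex 340/Em 450 nm) was followed for 8 min.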
IDH1 R132H inh = human IDH1 R132H inhibition. O75874. IDH1-R132H enzyme, NADPH consumption, diaphorase/resazurin fluorescence. Potency, µM (doses to about 76.6 µM), for inactives: top-dose activity change, negative = inhibition, actives largely listed as inhibitors. 0.093% of 390,000 active; note: potency is the fitted concentration of half-maximal effect; % is set by controls: 0 for no effect and ±100 for the full control effect; nearly all actives have a fitted effect of over 65% in size
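IDH1-R132H (0.5 ug/mL dispensed) in pH 7.5 Tris buffer was preincubated 30 min with compound, then given a substrate mix of 0.016 mM NADPH and 2 mM alpha-KG for 80 min at room temperature; remaining NADPH was read by diaphorase/resazurin fluorescence.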
GLS inh = glutaminase GLS (human) inhibition; GLS enzymatic activity, qHTS titration; 0.21% of 410,000 active; AID 624170; Potency, µM (titrated, usually from 45.5 µM), inactives show top-dose activity change, negative = inhibition, usual class: inhibitors; note: potency is the fitted concentration of half-maximal effect; % is set by controls: 0 for no effect and ±100 for the full control effect
Target sequence (O94925 whole entry, looked up): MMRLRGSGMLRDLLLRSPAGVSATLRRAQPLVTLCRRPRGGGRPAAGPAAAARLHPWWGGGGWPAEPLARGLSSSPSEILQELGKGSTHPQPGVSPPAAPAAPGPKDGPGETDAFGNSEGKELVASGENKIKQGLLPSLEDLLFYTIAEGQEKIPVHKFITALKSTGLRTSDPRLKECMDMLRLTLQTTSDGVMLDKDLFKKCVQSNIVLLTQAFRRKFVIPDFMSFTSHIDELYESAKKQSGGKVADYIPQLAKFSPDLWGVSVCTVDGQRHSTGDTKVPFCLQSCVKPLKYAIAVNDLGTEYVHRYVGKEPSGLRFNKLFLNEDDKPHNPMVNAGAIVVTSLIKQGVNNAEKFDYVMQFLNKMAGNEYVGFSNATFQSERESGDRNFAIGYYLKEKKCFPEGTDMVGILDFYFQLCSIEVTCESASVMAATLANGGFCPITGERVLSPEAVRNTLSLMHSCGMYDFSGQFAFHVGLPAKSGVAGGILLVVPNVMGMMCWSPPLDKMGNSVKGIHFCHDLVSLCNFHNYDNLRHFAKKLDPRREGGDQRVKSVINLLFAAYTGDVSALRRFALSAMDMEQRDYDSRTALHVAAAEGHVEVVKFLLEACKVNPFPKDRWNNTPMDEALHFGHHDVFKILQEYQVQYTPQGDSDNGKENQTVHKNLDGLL
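hKGA in 45 mM KH2PO4 pH 8.2, 0.02% Tween-20 with pin-transferred compounds; 1 mM L-glutamine (stock) plus glutamate oxidase/HRP/Amplex Red coupling added. Fluorescence read initially and after 30 min at RT.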
USP1 inh = USP1/UAF1 (human) deubiquitinase inhibition; O94782; recombinant USP1/UAF1, Ub-Rhodamine cleavage fluorescence; Potency, µM (top dose mostly 57.1 µM), for the others: at the top dose activity change, negative = inhibition, most hits filed as inhibitors; 0.23% of 390,000 active; note: potency is the fitted concentration of half-maximal effect; % is set by controls: 0 for no effect and ±100 for the full control effect; nearly all actives have a fitted effect of over 60% in size; inactives centre near -12
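1 nM enzyme complex + cpd, 15 min RT; start with Ub-Rho 150nM final; kinetic fluorescence ex 480/em 540, 6 reads q60 s. Buffer 50mM HEPES pH 7.8, 0.5mM EDTA, 0.1 mg/ml BSA, 1mM TCEP, 0.01% Tween-20.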
TrxR1 substrate = rat thioredoxin reductase 1 substrate activity. O89049. purified TrxR1 substrate turnover, NADPH consumption readout. Potency, µM (series often up to 114 µM), inactives show at the top dose activity change, negative = substrate turnover. 0.01% of 390,000 active. AID 588456; note: potency is the fitted concentration of half-maximal effect; % is set by controls: 0 for no effect and ±100 for the full control effect; nearly all actives have a fitted effect of over 50% in size
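Rat TrxR1, dispensed at 90 nM, was prereduced with 400 uM NADPH (final) for 5 min at ~22 deg C, then incubated with compound 15 min before 400 uM selenite. A first-read NADPH fluorescence drop versus no-compound background flagged substrates.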
Pin1 inhibitor = human Pin1 inhibition; Q13526; Pin1 FP peptide displacement, HiFluor488, 10 min; Potency, µM (series often up to 115 µM), without a hit: at the top dose activity, negative = inhibition, most hits filed as inhibitors; 0.009% of 390,000 active; active = well fitted inhibition curve with a large enough effect in the polarisation, with a control signal flat, not every such curve was filed as active; inconclusive = small, poorly fitted or top-dose-only effect, or effect the other way, or a change in a side signal; inactive = no such curve, though single readings can be large or run the other way; the % refers to the polarisation; note: potency is the fitted concentration of half-maximal effect; % is set by controls: 0 for no effect and ±100 for the full control effect
Target sequence (Q13526 whole entry, looked up): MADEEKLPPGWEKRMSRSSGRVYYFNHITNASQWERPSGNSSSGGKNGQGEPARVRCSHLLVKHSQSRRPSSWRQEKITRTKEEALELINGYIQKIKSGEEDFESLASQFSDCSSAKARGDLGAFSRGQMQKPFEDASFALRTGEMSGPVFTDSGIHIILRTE
HP1b chromo inh = HP1-beta chromodomain-methylated histone interaction inhibition. AID 540317. AlphaScreen HP1-beta / biotin-H3K9me3 peptide binding. Potency, µM (series often up to 114 µM), inactives show at the highest dose activity change, negative = inhibition, most hits filed as inhibitors. 0.56% of 390,000 active; note: potency is the fitted concentration of half-maximal effect; nearly all actives have a fitted effect of over 70% in size; inactives centre near 23
Target sequence (P83916 whole entry, looked up): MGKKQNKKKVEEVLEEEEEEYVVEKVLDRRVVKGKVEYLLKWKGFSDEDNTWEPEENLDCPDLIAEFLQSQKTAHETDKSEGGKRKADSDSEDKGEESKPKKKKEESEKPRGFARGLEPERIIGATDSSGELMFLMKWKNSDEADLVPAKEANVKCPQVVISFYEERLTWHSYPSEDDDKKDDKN
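HP1-beta protein (50 nM final) preincubated 30 min at room temperature with biotinylated H3(1-18)K9me3 peptide (50 nM) in PBS pH 7.4, 0.01% Tween-20, then compound added for 30 min. AlphaScreen streptavidin donor/nickel chelate acceptor beads (10 ug/mL final), 30 min dark, luminescence read.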
Tb PGK inh = inhibitors of T. brucei phosphoglycerate kinase | PGK/GAPDH coupled, Kinase-Glo luminescence, 60 min | P07378 | AID 602233 | 0.043% of 380,000 active | Potency, µM (top dose mostly 57.5 µM), for the others: at the highest dose activity change, negative = inhibition, hits mostly inhibitors; note: potency is the fitted concentration of half-maximal effect; % is set by controls: 0 for no effect and ±100 for the full control effect; nearly all actives have a fitted effect of over 60% in size
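Recombinant glycosomal PGK reaction used 1,3-bisphosphoglycerate generated in-well by GAPDH (100nM final) in 100mM TEA pH 7.6, 5mM MgCl2, 0.01% Tween-20. After 60 minutes at room temperature, ATP was read by Kinase-Glo Plus luminescence end-point.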
An asterisk follows results filed as active; i = inactive; ? = inconclusive; . = no result given; & = joins results of further samples; [ ] = dose if it differs, or a comment. Unless noted, calls come from the whole dose curve; as a rule, active = well fitted curve in the direction sought with a large enough effect; inconclusive = small, poorly fitted or top-dose-only effect, or another doubt; inactive = no such curve, though single readings can be large; an effect the other way counts as inactive or inconclusive. This is a subset, so the mix of outcomes need not match the whole.

SMILES | PI4K2A inh | TrxR1 inh | IDH1 R132H inh | GLS inh | USP1 inh | TrxR1 substrate | Pin1 inhibitor | HP1b chromo inh | Tb PGK inh
Cc1ccc(C(=O)OCC(=O)NNC(=O)c2ccccc2)c(O)c1 | -2.1 | 12.7% | -3.6% | 24.3% | -16.7% | 14.3% | 2.8% | 14.8%[57 µM] | -15.6%
COc1ccccc1OCc1cc(C(=O)NCCN2CCCC(O)C2)no1 (centres undefined) | -1.8 | -8.9% | -1.1% | 6.4% | -10.2% | -6.7% | -7.5% | 9.1% | -2.6%
Cc1nc(CN2CCOCC2)cc(=O)[nH]1 | -4.0 | -9.7% | 3.3% | 0.8% | -2.0% | 0.2% | -0.4% | 34.9% | -9.7%
O=C(COC(=O)c1ccc(S(=O)(=O)N2CCOCC2)cc1)NC1CCCCCC1 | 2.5 | 17.7% | -1.9% | -8.3% | -13.7% | 0.0% | -1.0% | 25.0% | -4.1%
O=C(NCCCN1CCCCC1)c1ccc(CS(=O)c2ccc(F)cc2)o1 (centres undefined) | 1.2 | 5.9% | 0.0% | -10.4% | -17.2% | 4.3% | -0.4% | 48.0%[activator] | i
CC(C)c1nc2cc(C(=O)N3CCNC(=O)C3c3cccc(F)c3)ccc2o1 (centres undefined) | 1.9 | 10.7% | 1.6% | -10.2% | -18.1% | -1.9% | 5.1% | 36.0% | i
CCN1CCc2c(C#N)c(N3CCOCC3)nc(NCc3ccccc3)c2C1 | -0.1 | 1.6%[11.4 µM] | 5.2% | -12.7% | -10.8% | 11.9%[11.4 µM] | -16.3% | 2.7% | -0.1%
CC1CCCCN1C(=O)NC12CC3CC(CC(C3)C1)C2 (centres undefined) | -1.3 | 12.9% | 2.0% | 3.4% | -15.0% | 2.4% | 7.9% | 13.7% | -1.1%
CCOc1ccc(C(=O)Nc2ccc(N3CCCC3)cc2)cc1 | -7.3 | 1.2% | 4.9% | 22.2% | -9.8% | 7.5% | 17.9% | -27.8% | -7.8%
CS(=O)(=O)N1CCC(C(=O)Nc2ccccc2)CC1 | 1.4 | 9.9% | -1.1% | -3.8% | -0.8% | 5.3% | 0.1% | 24.8% | -6.6%
O=C(COc1ccccc1)NNC(=O)c1cccs1 | -3.0 | 18.1% | 6.1% | 8.9% | -15.1% | 4.9% | 1.1% | 28.5% | -16.2%
COc1ccc(Nc2c3ccccc3nc3ccccc23)cc1 | -6.3 | 19.0% | -1.5% | 2.2% | 3.2% | 4.0% | -9.6% | -20.0% | -2.0%
CCCCCCCOc1ccc(C2(C)NC(=O)NC2=O)cc1 (centres undefined) | 5.2 | 8.1%[57.1 µM] | 0.7% | -13.6% | -13.7% | -12.1% | ? | 35.2% | -7.7%
Cc1ccc(S(=O)(=O)NCC(=O)OCC(=O)NCc2ccco2)cc1 | 2.4 | ? | 6.3% | 2.4% | -1.6% | -8.7% | -8.9% | 17.2% | -8.4%
CC(C)(C)c1ccc(S(=O)(=O)NCCc2ccncc2)cc1 | 3.6 | -1.9% | -1.6% | 6.7% | -15.4% | -2.5% | -0.3% | 45.0%[activator] | 0.2%
CC(=O)c1cccc(S(=O)(=O)N2CCN(c3ccccc3F)CC2)c1 | -2.0&0.9 | 4.5%&19.0% | -2.2%&7.2% | -7.2%&5.6% | -18.9%&-1.1% | -7.6%&-0.2% | -5.4%&0.2% | 13.2%[57 µM] | -3.6%
O=C(CCl)Nc1cc(-c2ccccc2)nn1-c1ccccc1 | 9.1 | 22.4µM* | 7.6% | 0.6% | -6.6% | 1.6% | 11.5% | 71.9% | i
CCn1c(SCC(=O)Nc2nc(C)c(C)s2)nnc1-c1cccnc1 | 3.9 | 5.5% | -0.3% | 7.4% | 1.7% | 4.8%[57.1 µM] | 3.3% | 9.9% | -1.8%
COCCn1c(=S)[nH]c2cc(C(=O)N3CCc4ccccc43)ccc2c1=O | -5.0 | -7.8% | 4.5% | -3.0% | -1.7% | 1.9% | 1.4% | 18.6% | -5.0%
CC(C(=O)Nc1ccc2nccnc2c1)N1C(=O)C2C3C=CC(C3)C2C1=O (centres undefined) | 5.2 | 36.1%[activator] | 14.1% | -9.0% | -13.0% | 69.6%[activator] | -2.9% | 34.8% | -8.9%
COc1cc2ccccc2cc1C(=O)Nc1ccc(Br)cn1 | 3.1 | 11.6% | 3.5% | -0.9% | 3.6% | 9.3% | -0.6% | 47.7%[activator] | 0.2%
O=C1CCCc2ccccc2N1Cc1ccc(Cl)cc1 | -3.1 | 13.4%[57.1 µM] | 5.9% | 2.9% | -23.6% | 13.6%[57.1 µM] | -1.2% | 50.5%[activator] | i
CCOc1ccc(CCNC(=O)Nc2cccc(OC)c2)cc1OCC | 1.6 | -16.2% | 0.0% | -3.3% | -18.5% | -5.8% | -6.7% | 30.7% | -16.5%
CC1=NOC(=O)/C1=C\c1ccc(-c2ccc(Cl)cc2Cl)o1 | -4.7 | ? | ? | -2.2% | ? | -8.9% | ? | -17.5% | -6.9%
CC1(C)Cc2c(cnn2-c2ccccc2)C(=O)/C1=N\NC(=O)c1ccccc1O | 0.6 | 0.5% | 0.2% | 13.7% | -24.0% | -9.3% | 5.9% | -16.0% | -3.1%
Cc1ccc(CNC(=O)c2ccc(N3Cc4ccccc4Oc4ncccc43)s2)cc1 | -6.9 | 49.1%[activator] | . | 4.9% | 11.5% | 67.9%[activator] | ? | 36.1% | .
CCCc1ccc2oc(C(=O)NCc3nnc(C)o3)c(C)c2c1 | -0.5 | 12.0% | 1.0% | -1.3% | -26.2% | 11.5% | -2.1% | 29.0% | -8.8%
CSc1ccccc1NC(=O)CN(c1cc(C)cc(C)c1)S(C)(=O)=O | 0.0 | -6.6% | 3.5% | 0.8% | -1.8% | -9.6% | ? | 25.9% | -5.5%
O=C(Nc1ccc(Cl)cc1)N1CCCN(Cc2ccc(F)cc2)C1 | 3.0 | -20.2%[11.4 µM] | -4.4% | -9.9% | -15.0% | -3.0%[11.4 µM] | -3.0% | 16.6% | -2.0%
C/C(Cl)=C\Cn1c(O)c(N=O)c2ccccc21 | -0.8 | 12.8%[57.1 µM] | 2.5% | -3.0% | -20.8% | 3.6%[57.1 µM] | -5.8% | 4.9% | 0.5%
CC(=O)OC1CCC2C3CCC4=CC(=O)CCC4(C)C3CCC2(C)[C@]1(C)O (some centres undefined) | -4.0 | 3.2%[57.1 µM] | . | 0.5% | . | 3.4%[57.1 µM] | -3.3% | 34.6% | -6.2%
Fc1ccc(N2CCN(Cc3ccccn3)CC2)cc1 | -3.1 | -15.3% | 0.0% | 25.1% | -5.1% | -9.6% | 31.1%[activator] | ? | 5.6%
CC(=O)N1CCN(c2ccc(NS(=O)(=O)c3ccc(C)cc3)cc2)CC1 | -3.6 | 1.9%[57.1 µM] | 6.5% | 33.9%[activator] | -16.6% | 3.9%[57.1 µM] | -7.6% | 8.8% | i
COc1ccc(NS(=O)(=O)c2cccc(C(=O)NCC(c3ccccc3)N(C)C)c2)cc1 (centres undefined) | 14.6 | 3.5% | 0.0% | 16.5% | -4.1% | -1.9% | -16.4% | 4.9% | -6.7%
O=C(Nc1nc2ccccc2s1)C1CC(=O)N(c2ccc(Br)cc2)C1 (centres undefined) | 2.3 | -7.6% | -1.0% | 0.1% | -23.8% | -8.5% | 4.9% | 40.6% | 0.4%
CC1(C)OC(=O)N(c2ccccn2)C1(C)O (centres undefined) | -3.3 | 10.6% | -3.1% | 1.4% | -0.4% | -6.5%[2.29 µM] | -0.5% | 17.7% | -5.4%
CCN(CC)C1=N/C(=C\c2ccc(OC)cc2)C(=O)N1c1ccccc1 | -0.8 | -3.4% | 4.4% | 15.8% | -24.7% | -2.6% | 1.0% | 129.2%[activator] | 2.6%
COc1ccccc1Cn1c(C)nnc1-c1cnn(C)c1N | -0.8 | -3.7%[57.1 µM] | 2.8% | 0.9% | -22.6% | -6.2% | -8.4% | 6.7% | 9.9%
COc1ccc(NC(=S)N2CCN(C(=O)c3ccco3)CC2)c(OC)c1 | 6.4 | -16.6% | -2.4% | 26.7% | -12.3% | -12.1% | -4.9% | -17.4% | -3.0%
Cn1ccnc1Sc1cc(Cl)ccc1[N+](=O)[O-] | -2.1 | 11.9%[57.1 µM] | 1.5% | 2.2% | -2.7% | -5.3% | -3.2% | 19.8% | -0.2%
Cc1ccc(S(=O)(=O)NNC(=S)NC(C)(C)C)cc1 | -0.3 | 7.8%[57.1 µM] | 6.1% | ? | -17.5% | -21.6%[57.1 µM] | 0.1% | 33.4% | i
COCCn1c(CN2CCc3ccccc3C2)nc2c1c(=O)n(C)c(=O)n2C | -2.9 | 10.4%[57.1 µM] | 9.5% | -0.5% | -3.1% | 1.8%[57.1 µM] | -14.0% | 32.5% | -6.1%
O=Cc1ccc(N2Cc3ccccc3C2)cc1 | -8.0 | 0.1% | -8.2% | -13.5% | ? | 1.1% | 2.8% | 29.3% | -15.8%

Shown with values under each structure: entries from further up
Each structure is followed by: PI4K2A inh | TrxR1 inh | IDH1 R132H inh | GLS inh | USP1 inh | TrxR1 substrate | Pin1 inhibitor | HP1b chromo inh | Tb PGK inh
> CC1(C)OC(=O)N(c2ccccn2)C1(C)O (centres undefined)
    -3.3 | 10.6% | -3.1% | 1.4% | -0.4% | -6.5%[2.29 µM] | -0.5% | 17.7% | -5.4%
> Cn1ccnc1Sc1cc(Cl)ccc1[N+](=O)[O-]
    -2.1 | 11.9%[57.1 µM] | 1.5% | 2.2% | -2.7% | -5.3% | -3.2% | 19.8% | -0.2%
